TRHR enhancer – allosteric enhancers of human TRH receptor; 360,000 tested, 0.66% active; TRHR cells, fluo-8 calcium fluorescence, EC20 TRH enhancement; enhancement, % at 2 µM; in the data active = enhancement above about 30%; note: 0% is about no effect
Target sequence (P34981 whole entry, looked up): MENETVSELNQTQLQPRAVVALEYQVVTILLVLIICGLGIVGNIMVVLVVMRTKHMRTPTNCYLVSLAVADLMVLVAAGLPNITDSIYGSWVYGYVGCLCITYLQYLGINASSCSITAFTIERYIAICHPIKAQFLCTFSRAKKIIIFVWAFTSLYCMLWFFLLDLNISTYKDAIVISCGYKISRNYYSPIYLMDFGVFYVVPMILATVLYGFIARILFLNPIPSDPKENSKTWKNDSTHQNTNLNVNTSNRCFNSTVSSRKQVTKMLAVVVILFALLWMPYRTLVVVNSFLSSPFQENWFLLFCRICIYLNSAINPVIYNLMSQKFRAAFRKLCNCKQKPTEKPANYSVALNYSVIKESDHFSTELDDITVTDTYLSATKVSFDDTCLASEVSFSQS
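TRHR-expressing cells loaded with fluo-8 calcium dye were read kinetically (ex 480/em 530) during compound addition, then stimulated with an EC20 of TRH (10 nM final). Enhancement of the Gq-mediated intracellular calcium response was scored.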
D2 antag – antagonists of human D2 dopamine receptor; AID 485344; HEK293 TREx D2 cells, calcium flux, dopamine EC80; inhibition, % at 10 µM; P14416; 340,000 tested, 2% active; in the data active = inhibition above about 30%; note: 0% is about no effect
Target sequence (P14416 whole entry, looked up): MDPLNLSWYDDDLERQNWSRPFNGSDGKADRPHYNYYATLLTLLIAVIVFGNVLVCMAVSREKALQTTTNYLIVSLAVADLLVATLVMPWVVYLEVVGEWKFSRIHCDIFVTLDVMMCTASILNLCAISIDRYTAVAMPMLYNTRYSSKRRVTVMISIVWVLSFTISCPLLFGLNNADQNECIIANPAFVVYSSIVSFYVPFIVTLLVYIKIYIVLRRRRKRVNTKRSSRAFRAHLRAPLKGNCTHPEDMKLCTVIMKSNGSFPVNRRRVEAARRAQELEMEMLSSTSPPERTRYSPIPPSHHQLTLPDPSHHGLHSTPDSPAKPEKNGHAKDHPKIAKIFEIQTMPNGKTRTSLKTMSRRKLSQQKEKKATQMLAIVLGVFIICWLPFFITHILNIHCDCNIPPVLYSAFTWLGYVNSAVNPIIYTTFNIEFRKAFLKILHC
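Calcium mobilization kinetics were recorded at 1 s intervals in tetracycline-induced HEK293 T-REx D2 cells, first for 180 s after compound addition and then 180 s after EC80 dopamine.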
D2 PAM – positively modulates the human D2 dopamine receptor allosterically; P14416; HEK293 T-REx D2, calcium flux, EC20 dopamine potentiation; potentiation, % at 10 µM; 340,000 tested, 0.34% active; AID 485347;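 active = potentiation over 3 SD above the plate norm, cut at about 30% in these data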; note: 0% is about no effect
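Cells plated with tetracycline inducer and held overnight at 30 C; calcium dye loaded 30–90 min at room temperature; baseline taken, compound added and read 180 s; EC20 dopamine then added and read 180 s.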
D2 agonist – D2 dopamine receptor (human) agonism; activation, % at 2 µM; AID 485358; 340,000 tested, 0.53% active; P14416; HEK293 T-REx D2 cells, calcium flux agonist mode;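 active = activation over 3 SD above normal in the single-dose calcium agonist read, cut at about 30% in these data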; note: 0% is about no effect
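Tetracycline-induced HEK293 Trex cells with D2 receptor force-coupled to calcium signaling, plated overnight at 30 C and loaded with no-wash calcium dye. Calcium flux read kinetically for 180 s after compound addition; responses flag agonists.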
D1 antag – human D1 dopamine receptor antagonism; P21728; HEK293 TREx D1 cells, calcium flux, dopamine EC80; stronger effect = lower value; activity change, negative = inhibition, % at 10 µM; 360,000 tested, 3.2% active; in the data active = activity change below about -30%; note: % is set by controls: 0 for no effect and ±100 for the full control effect
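Tetracycline-induced HEK293 T-REx cells with force-coupled D1 receptor were loaded with a no-wash calcium dye. Compound was added after a 10 s baseline and read kinetically for 180 s; EC80 dopamine was then added and calcium flux followed another 180 s.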
D1 ag – activates the human D1 dopamine receptor | P21728 | activation, % at 2 µM | HEK293 T-REx D1 cells, calcium flux, agonist mode | AID 504660 | 360,000 tested, 1% active; in the data active = activation above about 30%; note: 0% is about no effect
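Agonism was scored from calcium flux recorded over 180 s (1 read/s) after pintool compound addition, following a 10-cycle baseline. Cells were inducible force-coupled HEK293 TREx D1, plated overnight at 30 C and loaded with no-wash calcium dye.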
RXFP1 ag – activates the human relaxin receptor RXFP1 | HEK293T-RXFP1 cAMP TR-FRET, 30 min; response scale: percent of porcine relaxin response, buffer zero | Potency, µM (highest dose often 57.5 µM), without a hit: top-dose activation, usual class: activators | 370,000 tested, 0.3% active | AID 2676; active = well fitted activation curve with a large enough effect; inconclusive = small, poorly fitted or top-dose-only effect; note: potency is the fitted concentration of half-maximal effect; % is set by controls: 0 for no effect and ±100 for the full control effect; nearly all actives have a fitted effect of over 60% in size; many of its hits are not listed in these tables
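HEK293T cells stably expressing RXFP1 were pretreated with the PDE4 inhibitor Ro 20174, exposed to compounds for 30 min at 37C, lysed, and cAMP was read by TR-FRET. Data normalized to buffer (basal) and 29 nM porcine relaxin (100%).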
D1 potentiator – human D1 dopamine receptor positive modulation. 360,000 tested, 0.036% active. AID 504651. potentiation, % at 10 µM. HEK293 TREx D1 cells, calcium flux, dopamine EC20 potentiation; in the data active = potentiation above about 30%; note: 0% is about no effect
RXFP1 antagonist – RXFP1 (human) relaxin receptor antagonism | HEK293-RXFP1, relaxin-stimulated cAMP HTRF, 30 min; stronger effect = lower value | AID 1259400 | 350,000 tested, 0.59% active | activity change, negative = inhibition, % at 57.5 µM | Q9HBX9;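 active = activity change of -60% or lower, but not beyond a set lower limit; inconclusive = change between -60% and -40%, or beyond the set limit; inactive = change above -40%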; note: % is set by controls: 0 for no effect and ±100 for the full control effect
* marks the source's active call; other numbers are inactive results; u = inconclusive; x = not tested or not shown. Not all compounds are listed (hit frequency here may not be typical).

Codes: A = TRHR enhancer; B = D2 antag; C = D2 PAM; D = D2 agonist; E = D1 antag; F = D1 ag; G = RXFP1 ag; H = D1 potentiator; I = RXFP1 antagonist
molecule: NC(=O)c1ccc(NC(=O)c2ccc(COc3ccccc3Br)cc2)cc1
  A: 0 | B: 2 | C: -1 | D: 0.0 | E: 3 | F: 2 | G: u | H: -3 | I: -8

molecule: Cc1ccc(NC(=O)CCCCCN2C(=O)[C@@H]3Cc4ccccc4CN3C2=O)c(Cl)c1
  A: 1 | B: 9 | C: 2 | D: 0.2 | E: -3 | F: 4 | G: 2.4% | H: -2 | I: 4

molecule: CCCn1nnc(NC(=O)c2ccc3ccccc3c2)n1
  A: -2 | B: -18 | C: 0 | D: -0.2 | E: 0 | F: 1 | G: -0.1% | H: -1 | I: -4

molecule: CCOC(=O)c1ccccc1NC(=O)COC(=O)CCNS(=O)(=O)c1ccccc1
  A: -1 | B: -14 | C: -10 | D: -0.3 | E: -22 | F: 4 | G: -0.6% | H: -4 | I: 0

molecule: CC(C)Cc1nc2oc3c(NCCCN4CCOCC4)ncnc3c2c2c1CCC2
  A: 1 | B: -5 | C: -5 | D: 0.1 | E: 19 | F: 3 | G: -2.7% | H: -2 | I: -20

molecule: COc1cc(OC)cc(-c2cc3nc(C)c(CCC(=O)O)c(C)n3n2)c1
  A: 1 | B: -12 | C: -1 | D: -1.2 | E: 16 | F: 2 | G: 3.4% | H: x | I: x

molecule: COc1ccc(NC(=O)c2cc(C)no2)cc1
  A: 5 | B: -2 | C: 0 | D: -1.2 | E: 6 | F: 3 | G: 2.7% | H: -6 | I: -1

molecule: Cc1cc(C)n(CCC(=O)Nc2ccc3c(c2)OCCO3)n1
  A: -1 | B: -18 | C: -6 | D: 0.0 | E: -15 | F: 0 | G: -0.8% | H: -6 | I: -2

molecule: C=CCn1c(SCc2nc3ccccc3c(=O)[nH]2)nnc1-c1cc2cc(Cl)ccc2o1
  A: 9 | B: -21 | C: 4 | D: 0.1 | E: 2 | F: 7 | G: -2.1% | H: -4 | I: 9

molecule: CC(C)(C)OC(=O)N1CCC(NC(=O)c2nc[nH]c2C(=O)NC2CCN(C(=O)OC(C)(C)C)CC2)CC1
  A: -1 | B: 4 | C: 2 | D: 1.6 | E: 7 | F: -1 | G: -2.5% | H: 0 | I: x

molecule: N#Cc1ccc(-c2ccc(F)cc2)nc1Oc1ccc(Cl)c(Cl)c1
  A: -1 | B: -2 | C: -2 | D: 0.6 | E: 0 | F: 2 | G: 1.4% | H: -4 | I: 2

molecule: NS(=O)(=O)c1ccc(CCN=C(NS(=O)(=O)c2cccs2)c2ccccc2)cc1
  A: 2 | B: 4 | C: 1 | D: -0.2 | E: 30 | F: 3 | G: 0.1% | H: 0 | I: -24

molecule: O=C(COC(=O)c1cnccn1)c1ccc(C2CCCCC2)cc1
  A: 34* | B: -7 | C: 6 | D: 1.3 | E: -6 | F: 3 | G: 0.0% | H: 9 | I: 5

molecule: COc1cc(-c2nc3ccccc3nc2-c2ccc(O)c(OC)c2)ccc1O
  A: -6 | B: -6 | C: -2 | D: -1.6 | E: -18 | F: 7 | G: 0.1% | H: 0 | I: 2

molecule: N/C(=N\OC(=O)/C=C/c1ccccc1Cl)c1cccnc1
  A: -9 | B: -7 | C: -2 | D: -1.0 | E: 4 | F: 1 | G: -2.1% | H: 8 | I: -2

molecule: Cc1ccccc1OCCC(=O)OCC(=O)NC1CCCC1
  A: -2 | B: -1 | C: 8 | D: -0.4 | E: 34 | F: -1 | G: -0.4% | H: -1 | I: 5

molecule: COC(=O)C(=O)C/C(=N/Nc1ncnc2ccccc12)c1ccc(Cl)cc1
  A: -2 | B: 10 | C: -4 | D: 3.5 | E: -6 | F: 27 | G: 5.2% | H: -6 | I: 3

molecule: CC(C)N1C/C(=C/c2cccnc2)C(=O)/C(=C/c2cccnc2)C1
  A: 7 | B: -4 | C: -4 | D: 0.3 | E: 5 | F: 2 | G: -0.7% | H: -8 | I: x

molecule: Cc1cccc(-c2cc(C(=O)Nc3cccnc3)c3ccccc3n2)c1
  A: 16 | B: -10 | C: -16 | D: 0.9 | E: -2 | F: 1 | G: 1.9% | H: 8 | I: -10

molecule: CN(C)S(=O)(=O)c1cccc(C(=O)Nc2ccccc2Cl)c1
  A: 3 | B: 6 | C: -17 | D: 0.8 | E: 3 | F: 3 | G: -1.6% | H: -1 | I: 12

molecule: O=C(NCCCN1CCOCC1)C(C(=O)c1ccccc1)n1ccccc1=O (stereo not given)
  A: -5 | B: 10 | C: 12 | D: 0.9 | E: 0 | F: 4 | G: 1.2% | H: 4 | I: 5

molecule: Nc1nc2n(n1)C(c1c(F)cccc1Cl)CC(c1ccc(F)cc1)N2 (stereo not given)
  A: 3 | B: 2 | C: 4 | D: 0.1 | E: 3 | F: 2 | G: -0.1% | H: 5 | I: -14

molecule: CC(C)=CCC/C(C)=C/CN(CC(C)O)CC(C)O (stereo not given)
  A: 3 | B: -10 | C: -6 | D: 0.6 | E: 4 | F: 1 | G: 0.0% | H: -1 | I: 1

molecule: CC(C)(CO)NS(=O)(=O)c1ccc2c(c1)oc(=O)c1cc(S(=O)(=O)NC(C)(C)CO)ccc12
  A: 7 | B: -11 | C: 6 | D: 0.2 | E: 12 | F: 0 | G: 1.1% | H: -6 | I: -10

molecule: CCOc1ccc(CC(=O)NCCS(=O)(=O)N2CCN(c3ccccc3)CC2)cc1
  A: -1 | B: -11 | C: 5 | D: -0.4 | E: 4 | F: 1 | G: 4.7% | H: -2 | I: -13

molecule: CC(C)Nc1nc(NC(C)(C)C)nc(Oc2ccc(=O)n(C)n2)n1
  A: -2 | B: 5 | C: 13 | D: 2.1 | E: 14 | F: 47* | G: 0.6% | H: 0 | I: -7

molecule: Cc1ccc2cc(CCNC(=O)c3cccc([N+](=O)[O-])c3)c(=O)[nH]c2c1C
  A: -3 | B: 18 | C: 1 | D: -1.0 | E: 1 | F: 0 | G: 1.1% | H: 2 | I: -3

molecule: O=C(Nc1ccon1)c1ccc(OC2CCCC2)cc1
  A: 9 | B: -8 | C: 1 | D: -1.3 | E: -22 | F: 10 | G: 0.7% | H: -9 | I: x

Taken from above.
Entry of Cc1cccc(-c2cc(C(=O)Nc3cccnc3)c3ccccc3n2)c1 under RXFP1 ag: 1.9%
Entry of CN(C)S(=O)(=O)c1cccc(C(=O)Nc2ccccc2Cl)c1 under D2 PAM: -17

Pulled one by one from the entries so far:
Codes: A = TRHR enhancer; B = D2 antag; C = D2 PAM; D = D2 agonist; E = D1 antag; F = D1 ag; G = RXFP1 ag; H = D1 potentiator; I = RXFP1 antagonist
molecule: CC(C)Nc1nc(NC(C)(C)C)nc(Oc2ccc(=O)n(C)n2)n1
  A: -2 | B: 5 | C: 13 | D: 2.1 | E: 14 | F: 47* | G: 0.6% | H: 0 | I: -7

molecule: CCCn1nnc(NC(=O)c2ccc3ccccc3c2)n1
  A: -2 | B: -18 | C: 0 | D: -0.2 | E: 0 | F: 1 | G: -0.1% | H: -1 | I: -4

molecule: O=C(COC(=O)c1cnccn1)c1ccc(C2CCCCC2)cc1
  A: 34* | B: -7 | C: 6 | D: 1.3 | E: -6 | F: 3 | G: 0.0% | H: 9 | I: 5

molecule: COc1cc(OC)cc(-c2cc3nc(C)c(CCC(=O)O)c(C)n3n2)c1
  A: 1 | B: -12 | C: -1 | D: -1.2 | E: 16 | F: 2 | G: 3.4% | H: x | I: x

Three of the entries above in order of the D1 ag value, descending:
SMILES,TRHR enhancer,D2 antag,D2 PAM,D1 antag,D1 ag,D1 potentiator,RXFP1 antagonist
COC(=O)C(=O)C/C(=N/Nc1ncnc2ccccc12)c1ccc(Cl)cc1,-2,10,-4,-6,27,-6,3
Cc1ccc(NC(=O)CCCCCN2C(=O)[C@@H]3Cc4ccccc4CN3C2=O)c(Cl)c1,1,9,2,-3,4,-2,4
CCCn1nnc(NC(=O)c2ccc3ccccc3c2)n1,-2,-18,0,0,1,-1,-4

Assay outcomes as filed in PubChem.
